From PubChem
mcGAS MS inh: inhibitors of Mus musculus cyclic GMP-AMP synthase, initial high-throughput assay, cell-free, RapidFire MS; recombinant mouse cGAS, cGAMP by RapidFire MS; inhibition, % at 12.5 µM; 0.18% of 130,000 active; AID 1259397, 2018;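 active means inhibition of cGAS enzyme activity at or above 60%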;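 further: enzyme stimulated by 45 bp dsDNA with ATP and GTP substrates; cGAMP share of summed cGAMP plus half ATP and half GTP signals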
Target sequence (Q8C6L5 whole entry, looked up): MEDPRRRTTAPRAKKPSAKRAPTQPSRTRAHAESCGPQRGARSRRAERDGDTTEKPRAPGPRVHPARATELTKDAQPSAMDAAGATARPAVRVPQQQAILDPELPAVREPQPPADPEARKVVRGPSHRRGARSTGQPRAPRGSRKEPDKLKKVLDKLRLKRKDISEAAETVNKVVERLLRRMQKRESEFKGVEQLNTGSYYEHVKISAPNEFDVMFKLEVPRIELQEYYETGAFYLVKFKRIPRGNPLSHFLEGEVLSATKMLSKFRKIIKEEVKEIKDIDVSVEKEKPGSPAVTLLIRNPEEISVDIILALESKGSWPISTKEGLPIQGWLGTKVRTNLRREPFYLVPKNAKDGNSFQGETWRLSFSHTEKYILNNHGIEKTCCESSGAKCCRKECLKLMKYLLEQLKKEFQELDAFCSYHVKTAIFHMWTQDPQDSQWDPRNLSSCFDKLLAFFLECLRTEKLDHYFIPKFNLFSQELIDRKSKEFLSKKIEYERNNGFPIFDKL
Starred values were filed as active, the others as inactive.

The opening 21 records, ahead of the listing:
mcGAS MS inh	SMILES
-2	CN1C(C(=O)NC(C)(C)CO)=CC(c2ccco2)=NS1(=O)=O
10	Cc1nnsc1CN(C)c1nc(CCN)nc2ccccc12
-18	O=c1c(Oc2ccccc2)c(C(F)(F)F)oc2cc(O)ccc12
-2	COCCOC1CCN(Cc2c(C(=O)N3CCCC3)nc3ccccn23)CC1
5	CCOC(=O)c1[nH]c(CN2CCOCC2)c(C(=O)OCC)c1C
1	CC(C)(C)C(=O)COC(=O)c1nccnc1N
0	Cc1ccc(-n2nnnc2NCC2CCCOC2)cc1 (centres undefined)
-11	COC(=O)C(C)N1CCN(CC(=O)N(C)C)CC1 (centres undefined)
-12	O=S(=O)(NCc1ccc(Cl)cc1)N1CCCCCC1
-36	CCN(Cc1ccncc1)C(=O)CC(=O)Nc1cc(C)cc(C)c1
-9	COC(C)c1nncn1-c1cccc2ccccc12 (centres undefined)
-16	Cc1nnsc1CNC(=O)CC1COc2ccc(C(=O)N(C)C)cc2N1C (centres undefined)
-9	Cc1ccc(-n2ncc3c(=O)n(NC(=O)Cc4ccccc4)cnc32)cc1C
-8	O=S(=O)(c1ccc(-c2ccno2)o1)N1CCC2(CCNCC2)C1
-3	Cc1c(C(=O)NCc2cccc([N+](=O)[O-])c2)sc(=O)n1Cc1ccccc1F
9	Oc1cccc2c(N=Cc3ccc(F)c(F)c3)cccc12
-9	O=C(c1cccs1)N1CCOC(CCc2ccccc2)C1 (centres undefined)
3	CCn1cc(C#N)c(=O)n(Cc2cccc3cccnc23)c1=O
-26	CCc1nnc(CN(C)c2ncc(C)c(N(C)C)n2)o1
23	Cc1cccc(OCC(=O)OCC(=O)C(C)(C)C)c1
-32	CC(C(=O)N1CCCCC1)N(C)CC(=O)Nc1ccc(Cl)cc1 (centres undefined)

The whole of this part, from the start:
mcGAS MS inh	SMILES
-2	CN1C(C(=O)NC(C)(C)CO)=CC(c2ccco2)=NS1(=O)=O
10	Cc1nnsc1CN(C)c1nc(CCN)nc2ccccc12
-18	O=c1c(Oc2ccccc2)c(C(F)(F)F)oc2cc(O)ccc12
-2	COCCOC1CCN(Cc2c(C(=O)N3CCCC3)nc3ccccn23)CC1
5	CCOC(=O)c1[nH]c(CN2CCOCC2)c(C(=O)OCC)c1C
1	CC(C)(C)C(=O)COC(=O)c1nccnc1N
0	Cc1ccc(-n2nnnc2NCC2CCCOC2)cc1 (centres undefined)
-11	COC(=O)C(C)N1CCN(CC(=O)N(C)C)CC1 (centres undefined)
-12	O=S(=O)(NCc1ccc(Cl)cc1)N1CCCCCC1
-36	CCN(Cc1ccncc1)C(=O)CC(=O)Nc1cc(C)cc(C)c1
-9	COC(C)c1nncn1-c1cccc2ccccc12 (centres undefined)
-16	Cc1nnsc1CNC(=O)CC1COc2ccc(C(=O)N(C)C)cc2N1C (centres undefined)
-9	Cc1ccc(-n2ncc3c(=O)n(NC(=O)Cc4ccccc4)cnc32)cc1C
-8	O=S(=O)(c1ccc(-c2ccno2)o1)N1CCC2(CCNCC2)C1
-3	Cc1c(C(=O)NCc2cccc([N+](=O)[O-])c2)sc(=O)n1Cc1ccccc1F
9	Oc1cccc2c(N=Cc3ccc(F)c(F)c3)cccc12
-9	O=C(c1cccs1)N1CCOC(CCc2ccccc2)C1 (centres undefined)
3	CCn1cc(C#N)c(=O)n(Cc2cccc3cccnc23)c1=O
-26	CCc1nnc(CN(C)c2ncc(C)c(N(C)C)n2)o1
23	Cc1cccc(OCC(=O)OCC(=O)C(C)(C)C)c1
-32	CC(C(=O)N1CCCCC1)N(C)CC(=O)Nc1ccc(Cl)cc1 (centres undefined)
2	CCCCn1c(=O)[nH]c(=O)c2c1nc(CCC(=O)OC)n2CC(C)C
-12	CCOC(=O)N1CCC(N2CCC3(CCNC(=O)CC3)CC2)CC1
11	Cc1[nH]c(-c2ccccc2)nc1C(C)N=O (centres undefined)
-6	COc1ccc(C)cc1NC(=O)C(C)n1ncccc1=O (centres undefined)
4	Cc1cc(NC(=O)CSc2nc3ccc(N4CCCCC4)cc3c(=O)n2Cc2ccccc2)n[nH]1
1	O=C(CSc1n[nH]c(-c2cccs2)n1)Nc1ccnn1C1CCCC1
-14	CC1CCCCN1CCNS(=O)(=O)c1ncn(C)c1Cl (centres undefined)
-7	CC(=O)Cn1cnc2sc3c(c2c1=O)CCC3
19	CCCN1C(=O)C(CC(=O)Nc2ccccc2F)SC1=Nc1ccccc1OC (centres undefined)
2	COCc1ccc(CNC/C=C/c2ccco2)cc1
-39	CCN(CC)C(=O)c1ccc(-n2cnc(-c3ccccc3)c2)o1
-18	COc1ccccc1C(=O)NC1(C(F)(F)F)C(=O)Nc2c1c(=O)[nH]c(=O)n2CC(C)C (centres undefined)
-5	C=CC[C@@H]1CC=C[C@@H](c2ccccc2)N1C(=O)c1coc2c1C(=O)CCC2
-31	CCCC(C(=O)N1CCCn2cncc2C1)n1cccc1 (centres undefined)
-9	CC(C)CCN(CC(=O)O)S(=O)(=O)c1cccs1
-12	COC(=O)c1ccc(C(=O)N(C)Cc2cccc(Cl)c2)s1
-19	Cc1ccc(Cl)cc1N=Cc1nc(-c2ccc(Cl)cc2)oc1O
-12	CCOc1ccnc(N2CCN(Cc3cccc(C)c3)C(=O)C2)n1
-10	COc1ccc(CN2CCn3c(C)ccc3C2C)c(OC)c1OC (centres undefined)
2	O=C(C[n+]1cccc(O)c1)NCc1ccc(Cl)cc1
-4	O=C(CC1CSc2nccc(=O)n21)N1CCCC1 (centres undefined)
-3	COCCN(CC(=O)Nc1ccc(C)cc1Cl)Cc1ccccc1
-1	COc1ccc(OC)c(/C=N\NC(=O)CSc2nnc(-c3ccc(OC)c(OC)c3)n2-c2ccccc2)c1
-11	CNC(=O)CC1CCN(CCC(C)c2ccccc2)CC1 (centres undefined)
-6	O=C(NC1CCCCCC1)c1c(O)c2c([nH]c1=O)CCCC2
8	CC(=O)N[C@@H](CC(=O)O)C(=O)O
-32	CCOc1ccc(N(C)Cc2nnc(C)o2)cc1
0	C#CC(C)(O)CC1(C)OCCO1 (centres undefined)
-9	COc1ccc(/C=N\NC(=O)CSc2nnc(-c3ccccc3)n2-c2ccccc2)c(OC)c1
-5	CCC(NC(=O)Cn1cccnc1=O)c1ccc(F)cc1 (centres undefined)
-4	CCCn1c(=O)c2c(nc3n2CCN3c2cccc(C)c2C)n(C)c1=O
-20	O=c1ccc(C(F)(F)F)c[nH]1
-5	Cc1c(I)cccc1C(=O)NCCC(N)=O
-1	Cn1c2nc3ccccc3nc2c2c(=O)n(C3CCCCC3)cnc21
16	O=C1c2cc(Cl)c(Cl)cc2C(=O)N1Cc1cc(=O)oc2ccc3ccccc3c12
-23	COc1cc(C2NC(=O)NC3=C2C(=O)CCC3)cc(OC)c1OC (centres undefined)
-4	CCC1CN(C(=O)Cn2nc(C)ccc2=O)CCC(=O)N1Cc1ccccc1 (centres undefined)
-14	Nc1ccn(C23CC4CC(CC(C4)C2)C3)n1
21	CS(=O)(=O)c1nnnn1-c1ccccc1Cl

Further compounds:
mcGAS MS inh	SMILES
-6	CC(=O)c1ccc2c(c1)N(CCCN1CCC(CCO)CC1)c1ccccc1S2
-2	COc1ccc(CC2CCCN2CC(=O)NC2CCN(C(C)=O)CC2)cc1 (centres undefined)
-3	CC(C)=CCc1c(O)ccc(C(=O)Cc2ccccc2)c1O
-25	CCCCCCCC1=C(N)c2ccc(OCC(F)(F)F)cc2S1=O (centres undefined)
-7	Fc1ccccc1Cn1c2[n+](c3ccc(C(F)(F)F)cc31)CCCCC2
-13	C=C(C)COc1cccc(CNCc2cnc(C)cn2)c1
-5	Cc1ccc(N2CC(C(=O)Nc3cc(-c4n[nH]c(C)n4)ccc3C)CC2=O)cc1 (centres undefined)
-10	CCC(Nc1ccc(OC)c(CO)c1)c1ccccc1 (centres undefined)
-5	NS(=O)(=O)c1cc2c(cc1Cl)NC(CC1CCCC1)NS2(=O)=O (centres undefined)
0	CS(=O)(=O)N1CCCc2cc(C(=O)COc3cccc(Cl)c3)ccc21
-5	Cc1ccc(C(=O)OCC(=O)NCC(C)C)c(C)c1
0	CCC1=NN(C(=O)c2cccc(C)c2O)C(O)(C(F)(F)F)C1 (centres undefined)
-2	Cc1noc(-c2ccc(NC(=O)C(C)(C)C)cc2)n1
-2	Cc1ccc(C(NC(=O)CCc2nc3cc(S(=O)(=O)N4CCOCC4)ccc3n2C)C2CC2)cc1 (centres undefined)
-7	COc1ccc(Cl)c2sc(N(CCCN(C)C)C(=O)c3ccccc3SC)nc12
2	O=C(NCc1cccnc1N1CCOCC1)C1(N2CCCC2)CCCC1
-6	COC(=O)C[C@@]1(C(=O)OC)N[C@H](CC(C)(C)C)[C@@H]2C(=O)N(C)C(=O)[C@@H]21
1	COC(=O)c1ccc(-c2noc(CN(C)Cc3ccc4nsnc4c3)n2)cc1
7	COC(=O)C(C)n1cnc2c(nnn2Cc2ccccc2F)c1=O (centres undefined)
-1	CN(C)C(=O)c1ccc(Cn2cc(C(=O)NCc3ccc4c(c3)OCO4)sc2=O)cc1
2	Cc1cccc(NC(=O)CS(=O)(=O)Cc2nc(-c3cccs3)no2)c1
-7	Nc1ccc(-n2nncc2C23CC4CC(CC(C4)C2)C3)cc1
-7	Cc1cc(C(=O)n2nc(N)cc2C2CCOCC2)c(C)n1C(C)C
-7	COCCN(CC(F)F)C(=O)NC(C)c1cn(C)nc1C (centres undefined)
-35	CC(C)c1nc(SCC(=O)N2C(C)CCCC2C)n[nH]1 (centres undefined)
-9	Cc1cccc(C(C)(C)CNC(=O)C(C)Sc2nncn2C)c1 (centres undefined)
-26	Cc1nc(Oc2ccc(Cl)c(Cl)c2)c2cnn(C)c2n1
-6	Cc1nn(-c2ccc(C(F)(F)F)cn2)c(C)c1CC(=O)N(Cc1cccnc1)CC1CCCO1 (centres undefined)
-15	CC(C)CC1C(C#N)C(=N)SC(=N)C1C#N (centres undefined)
-7	CS(=O)(=O)c1ccc(C(=O)NC2CC(=O)N(CCc3ccccc3)C2)cc1 (centres undefined)
-19	Cc1cc(C)n(-c2cccc(C3CC(=O)Nc4[nH]ncc43)c2)n1 (centres undefined)
-17	Cc1cnccc1CN(C)C(=O)c1ccc(-c2ccccc2)[nH]1
-4	O=C1C=C(N2CCCC2)C2(CCCCC2)O1
-5	CC(=O)OC(OC(C)=O)C12C=CC(O1)C1C(=O)N(c3ccc(Br)cc3)C(=O)C12 (centres undefined)
-11	CCOC(=O)Nc1ccc(C(=O)N(C)C2CCC(C)CC2)cc1 (centres undefined)
-10	CC(C)[C@H](Nc1ccc(C(F)(F)F)cc1Cl)C(=O)NNC(=O)c1cccc(N(C)C)c1
-6	Cc1nn(C)c(C)c1CCC(=O)N1CCC(Oc2ncccn2)CC1
-4	Brc1ccc(OCc2cn3cccnc3n2)c(Br)c1
6	CC(C)Cn1c(N)c(C(=O)COC(=O)c2cccn2C)c(=O)n(C)c1=O
-9	Cc1cc(C(=O)N2CCCC(C)C2)ccc1[N+](=O)[O-] (centres undefined)
-8	Cc1cn2c3c(=O)n(Cc4ccccc4)c(=O)n(C)c3nc2n1CC(C)C
4	CCN(CC(=O)NC(C)(C)C)Cc1c(C)c(Cl)cc(C(C)C)c1O
-11	C=CCOC(=O)C1=C(C)N(C)C(=O)NC1c1ccc(OCc2ccccc2)cc1 (centres undefined)
71*	Cc1nnc2sc(-c3ccccc3NC(=S)NC(=O)c3cc4ccccc4o3)nn12
-19	COc1ccc(CNC(C)=O)cc1S(=O)(=O)NC(C)c1ccccc1C (centres undefined)
9	Cc1ccc(Nc2nn(CN3CCOCC3)c(=S)s2)cc1
20	CN=c1scc(-c2ccc(C)c(C)c2)n1/N=C\c1ccc[nH]1
-40	CC(=O)NCc1ccc(C(=O)N2CCN(CC(C)O)CC2)s1 (centres undefined)
5	O=C1N(c2ccc3c(c2)OCO3)C(c2ccc(Cl)cc2)C1(F)F (centres undefined)
-13	Cc1ncc(C(=O)OC(C)c2cccc(C#N)c2)s1 (centres undefined)
-3	CCOCCn1c(CN2CCN(c3ccccc3)CC2)nc2c1c(=O)n(C)c(=O)n2C
-2	O=C(C1CCC(=O)N(C2CC2)C1)N1CCC(N2CCSCC2)CC1 (centres undefined)
-7	O=C(NC1CC(=O)N(Cc2cccc(F)c2)C1)c1cccs1 (centres undefined)
-1	CN(CCC#N)C(=S)NC1CC2CCC1C2 (centres undefined)
-12	CC(C)c1ccc(SCC(=O)NC(=O)c2ccc[nH]2)cc1
6	O=c1ccc2ccc(OCc3ccc(Cl)cc3Cl)cc2o1
-9	Cc1ccc(N2CCCn3c2nc2c3c(=O)n(CCN3CCOCC3)c(=O)n2C)cc1Cl
-41	CN1C(=CC=Nc2ccc(I)cc2)C(C)(C)c2ccccc21
-2	O=[N+]([O-])c1ccc(NN=C2CC3CC=CC23)c(S(=O)(=O)N2CCOCC2)c1 (centres undefined)
-3	CC(CNS(=O)(=O)c1cc(Cl)c2c(c1)CC(C)O2)Cn1ccnc1 (centres undefined)

Remaining list, next part:
mcGAS MS inh	SMILES
-3	COc1ccc(C2(C(=O)NCCSC3Sc4ccccc4NC3=O)CCCCC2)cc1 (centres undefined)
-3	COc1cc(Cl)ccc1OCc1cc(C(=O)N2CCCO2)no1
3	C=CCn1c(=N)n(CC(O)c2ccco2)c2ccccc21 (centres undefined)
-15	COc1cccc(C(=O)OCc2nc3c(C)cccc3c(=O)[nH]2)c1
-8	CC/C=C/CC(=O)N1CCC(NS(C)(=O)=O)CC1
-6	CCOc1cn(C)c(C(=O)Nc2ccccc2)cc1=O
-3	O=C(O)c1ccnc(-n2cncn2)c1
-3	COc1cc(NC(=O)c2occc2C)cc(OC)c1
-3	CSc1nc2ccccc2n1CCO

The list is partial. The share of hits here may be higher or lower than overall.
